Screening data: PubChem, NCI
NCI-60 one-dose screen, 48 h, at 10 µM unless noted. Numbers give growth in % (100 = growth as untreated, 0 = no growth, -100 = all killed).
NCI-H460: NCI-H460 lung cancer | 82,000 compounds, 6.8% hits | AID 1794736
SK-OV-3: SK-OV-3 ovarian cancer cells; 80,000 compounds, 3.2% hits; AID 1794785
NCI-H322M: NCI-H322M lung cancer. AID 1794733. 80,000 compounds, 2.7% hits
NCI/ADR-RES: NCI/ADR-RES ovarian cells; AID 1794790; 81,000 compounds, 4.4% hits
NCI-H23: NCI-H23 lung cancer; 80,000 compounds, 4% hits; AID 1794731
NCI-H226: NCI-H226 lung cancer. AID 1794732. 79,000 compounds, 3.5% hits
IGROV1: IGROV1 ovarian cancer. AID 1794786. 79,000 compounds, 4.7% hits
COLO 205: COLO 205 colon cancer. 79,000 compounds, 7.3% hits
NCI-H522: NCI-H522 lung cancer. 78,000 compounds, 8% hits. AID 1794739
* hit, by the source's call; & = joins results of further samples; [ ] = another dose, or the depositor's remark. How the source made its calls: active means growth percent below 10; inactive means the rest. Random draw from the library. Share with any hit: about 11%.

For O=C(Cc1ccccc1Nc1c(Cl)cccc1Cl)NN1C(=O)/C(=C/c2ccc(Cl)cc2)SC1=S the results were NCI-H460 102, SK-OV-3 100, NCI-H322M 104, NCI/ADR-RES 105, NCI-H23 100, NCI-H226 98, IGROV1 103, COLO 205 108 and NCI-H522 106.
For NS(=O)(=O)c1ccc(Cn2c(SCC(=O)Nc3ccccc3)nc3ccccc3c2=O)cc1 the results were NCI-H460 100, SK-OV-3 134, NCI-H322M 101, NCI/ADR-RES 100, NCI-H23 95, NCI-H226 99, IGROV1 101, COLO 205 124 and NCI-H522 85.
C=C=COc1cccc(/C(N)=N/C(N)=N/c2nc3ccccc3s2)c1 was read as NCI-H460 94, SK-OV-3 102, NCI-H322M 103, NCI/ADR-RES 89, NCI-H23 76, NCI-H226 84, IGROV1 58, COLO 205 112 and NCI-H522 97.
`C=CCn1c(SCC(=O)Nc2ccc(C(C)=O)cc2)nnc1-c1cc(-c2ccc(S(N)(=O)=O)cc2)nc2ccccc12` gave NCI-H460 103, SK-OV-3 111, NCI-H322M 100, NCI/ADR-RES 101, NCI-H23 103, NCI-H226 98, IGROV1 95, COLO 205 100 and NCI-H522 95.
For CCOCC(C)C(CC(=O)OCC)(OCC)OCC (centres undefined) the results were NCI-H460 104, SK-OV-3 106, NCI-H322M 87, NCI/ADR-RES 101, NCI-H23 104, NCI-H226 116, IGROV1 107, COLO 205 104 and NCI-H522 97.
Screening CCCn1c(-c2cccc(OCCCCl)c2)nc2c1c(=O)n(C)c(=O)n2C returned NCI-H460 97, SK-OV-3 98, NCI-H322M 82, NCI/ADR-RES 74, NCI-H23 66, NCI-H226 65, IGROV1 92, COLO 205 110 and NCI-H522 73.
Screening Cc1ccc(NCc2c(O)ccc3ccccc23)cc1 returned NCI-H460 103, SK-OV-3 90, NCI-H322M 96, NCI/ADR-RES 99, NCI-H23 84, NCI-H226 92, IGROV1 87, COLO 205 105 and NCI-H522 85.
Screening c1ccc2cc3c(Nc4ccc(N5CCOCC5)cc4)ccnc3cc2c1 returned NCI-H460 87, SK-OV-3 107, NCI-H322M 111, NCI/ADR-RES 91, NCI-H23 95, IGROV1 90, COLO 205 106 and NCI-H522 97.
Screening O=C1CC(c2ccccc2)=C(c2ccccc2)C1c1ccccc1 (centres undefined) returned NCI-H460 98, SK-OV-3 120, NCI-H322M 109, NCI/ADR-RES 81, NCI-H23 87, NCI-H226 96, IGROV1 105 and COLO 205 106.
Screening CCCC(C)(C#N)c1ccc(OC)cc1 (centres undefined) returned NCI-H460 106, SK-OV-3 119, NCI-H322M 95, NCI/ADR-RES 108, NCI-H23 105, NCI-H226 90, IGROV1 102, COLO 205 111 and NCI-H522 85.
For Nc1ccnc(=O)[nH]1 the results were NCI-H460 113, NCI-H322M 99, NCI/ADR-RES 109, NCI-H23 110, NCI-H226 97, COLO 205 113 and NCI-H522 92.
For COc1cc2oc(-c3ccc(NC(=O)c4ccccc4)cc3)cc(=O)c2c(OC)c1OC the results were SK-OV-3 101, NCI-H322M 69, NCI/ADR-RES 89, NCI-H23 82, NCI-H226 85, IGROV1 84 and NCI-H522 70.
COc1ccc(Nc2ccnc(N)n2)cc1 was read as NCI-H460 104, SK-OV-3 96, NCI-H322M 93, NCI/ADR-RES 102, NCI-H23 92, NCI-H226 84, IGROV1 99, COLO 205 111 and NCI-H522 85.
For Cc1ccc(C2=CSC3=NC(=O)C(CCN4CCCC4)N23)cc1 (centres undefined) the results were NCI-H460 101, SK-OV-3 110, NCI-H322M 97, NCI/ADR-RES 97, NCI-H23 101, NCI-H226 103, IGROV1 98, COLO 205 105 and NCI-H522 100.
`COc1ccc(-n2c(=O)sc3c(Cl)nc(C)nc32)c(OC)c1` gave NCI-H460 57, SK-OV-3 84, NCI-H322M 96, NCI/ADR-RES 101, NCI-H23 80, NCI-H226 99, IGROV1 29, COLO 205 99 and NCI-H522 78.

Some of these compounds in order of length of the SMILES, rising.
Screening CCCC(C)(C#N)c1ccc(OC)cc1 (centres undefined) returned NCI-H460 106, SK-OV-3 119, NCI-H322M 95, NCI/ADR-RES 108, NCI-H23 105, NCI-H226 90, IGROV1 102, COLO 205 111 and NCI-H522 85.
Screening Cc1ccc(NCc2c(O)ccc3ccccc23)cc1 returned NCI-H460 103, SK-OV-3 90, NCI-H322M 96, NCI/ADR-RES 99, NCI-H23 84, NCI-H226 92, IGROV1 87, COLO 205 105 and NCI-H522 85.
For Cc1ccc(C2=CSC3=NC(=O)C(CCN4CCCC4)N23)cc1 (centres undefined) the results were NCI-H460 101, SK-OV-3 110, NCI-H322M 97, NCI/ADR-RES 97, NCI-H23 101, NCI-H226 103, IGROV1 98, COLO 205 105 and NCI-H522 100.
C=C=COc1cccc(/C(N)=N/C(N)=N/c2nc3ccccc3s2)c1 was read as NCI-H460 94, SK-OV-3 102, NCI-H322M 103, NCI/ADR-RES 89, NCI-H23 76, NCI-H226 84, IGROV1 58, COLO 205 112 and NCI-H522 97.
For COc1cc2oc(-c3ccc(NC(=O)c4ccccc4)cc3)cc(=O)c2c(OC)c1OC the results were SK-OV-3 101, NCI-H322M 69, NCI/ADR-RES 89, NCI-H23 82, NCI-H226 85, IGROV1 84 and NCI-H522 70.
`C=CCn1c(SCC(=O)Nc2ccc(C(C)=O)cc2)nnc1-c1cc(-c2ccc(S(N)(=O)=O)cc2)nc2ccccc12` gave NCI-H460 103, SK-OV-3 111, NCI-H322M 100, NCI/ADR-RES 101, NCI-H23 103, NCI-H226 98, IGROV1 95, COLO 205 100 and NCI-H522 95.

(cont.)
Screening O=C(Nc1ccc(OS(=O)(=O)c2ccc(C(F)(F)F)cc2)cc1)C1CCCC1 returned NCI-H460 98, SK-OV-3 93, NCI-H322M 99, NCI/ADR-RES 106, NCI-H23 91, NCI-H226 90, IGROV1 95, COLO 205 99 and NCI-H522 65.
N#Cc1c(-c2ccccc2)nc(N2CCN(c3ccc(Cl)cc3)CC2)[nH]c1=O was read as NCI-H460 104, SK-OV-3 100, NCI-H322M 94, NCI/ADR-RES 113, NCI-H23 104, NCI-H226 99, IGROV1 103, COLO 205 107 and NCI-H522 80.
`Cc1cc(C)c(C)c(C)c1C` gave NCI-H460 110, SK-OV-3 101, NCI-H322M 94, NCI/ADR-RES 104, NCI-H23 98, NCI-H226 92, IGROV1 102, COLO 205 113 and NCI-H522 82.
Screening Cc1ccc(/C=C/C(=O)c2ccc(NC(=O)CSc3nc4c([nH]3)c(=O)n(C)c(=O)n4C)cc2)cc1 returned NCI-H460 102, SK-OV-3 101, NCI-H322M 103, NCI/ADR-RES 99, NCI-H23 102, NCI-H226 89, IGROV1 102, COLO 205 115 and NCI-H522 96.
O=C(OCc1ccc(Cl)c(Cl)c1)OCc1ccc(Cl)c(Cl)c1 was read as NCI-H460 110, SK-OV-3 103, NCI-H322M 110, NCI/ADR-RES 97, NCI-H23 94, NCI-H226 93, IGROV1 105, COLO 205 107 and NCI-H522 97.
O=C1NCCc2c1[nH]c1ccccc21 was read as NCI-H460 115, SK-OV-3 112, NCI-H322M 125, NCI/ADR-RES 109, NCI-H23 108, NCI-H226 112, IGROV1 114, COLO 205 141 and NCI-H522 97.
For O=C1CC2CC1C(C(=O)O)C2C(=O)O (centres undefined) the results were NCI-H460 102, SK-OV-3 106, NCI/ADR-RES 105, NCI-H23 100, NCI-H226 96, IGROV1 113, COLO 205 112 and NCI-H522 111.
`Cc1cc(=O)c2c(ccc3c(=O)cc(C)[nH]c32)[nH]1` gave NCI-H460 105, SK-OV-3 109, NCI-H322M 127, NCI/ADR-RES 108, NCI-H23 112, NCI-H226 97, IGROV1 124, COLO 205 112 and NCI-H522 102[100 µM].
`Nc1ccc(N)c2c(O)c3ccccc3c(O)c12` gave NCI-H460 110, SK-OV-3 94, NCI-H322M 111, NCI/ADR-RES 105, NCI-H23 98, NCI-H226 108, IGROV1 104, COLO 205 122 and NCI-H522 112.
CCN(CC)C(=O)C1=C(C)NC(=S)NC1c1ccc2c(c1)OCO2 (centres undefined) was read as NCI-H460 115, SK-OV-3 97, NCI-H322M 111, NCI/ADR-RES 109, NCI-H23 107, NCI-H226 95, IGROV1 100, COLO 205 108 and NCI-H522 93.
Screening CNc1ncnc2c1cnn2-c1ccc(Cl)cc1 returned NCI-H460 98, SK-OV-3 110, NCI-H322M 92, NCI/ADR-RES 97, NCI-H23 86, NCI-H226 97, IGROV1 111, COLO 205 100 and NCI-H522 103.
`COCCn1cc(-c2csc(-c3c[nH]c4ccccc34)n2)c2cccnc21` gave NCI-H460 19, SK-OV-3 49, NCI-H322M 61, NCI/ADR-RES 13, NCI-H23 42, NCI-H226 61, IGROV1 42, COLO 205 -8.7* and NCI-H522 -34*.
O=C(O)c1ccc(-n2cc(CNc3ccc(F)c(Cl)c3)c(-c3ccc(F)cc3)n2)cc1 was read as NCI-H460 106, SK-OV-3 103, NCI-H322M 99, NCI/ADR-RES 95, NCI-H23 91, NCI-H226 94, IGROV1 90, COLO 205 122 and NCI-H522 72.
Screening COc1cc(-c2cncn2-c2ccc(-c3nc4ccc(F)cc4s3)cc2)cc(OC)c1OC returned NCI-H460 91, SK-OV-3 108, NCI-H322M 99, NCI/ADR-RES 92, NCI-H23 95, NCI-H226 84, IGROV1 88, COLO 205 93 and NCI-H522 75.
`CSC1C(C#N)C(N)=Nc2c(C#N)cnn21` (centres undefined) gave NCI-H460 94, SK-OV-3 84, NCI-H322M 90, NCI/ADR-RES 103, NCI-H23 98, NCI-H226 79, IGROV1 66, COLO 205 109 and NCI-H522 82.
`COc1ccc(C2CC(c3cccc(Nc4ccncc4)c3)=NN2C(C)=O)cc1` (centres undefined) gave NCI-H460 100, SK-OV-3 85, NCI-H322M 100, NCI/ADR-RES 95, NCI-H23 102, NCI-H226 96, IGROV1 93, COLO 205 98 and NCI-H522 85.
C=C1[C@]2(C(=O)OC)C3OC3(C)C(O)[C@@]1(C)CC1[C@@]3(C)CC[C@H](O)C(C)(C)C3CC[C@]12C (some centres undefined) was read as NCI-H460 107, SK-OV-3 112, NCI-H322M 96, NCI/ADR-RES 103, NCI-H23 105, NCI-H226 100, IGROV1 103, COLO 205 118 and NCI-H522 86.
Nc1cc(Nc2ccc(Cl)c(Cl)c2)nc(=O)[nH]1 was read as NCI-H460 99, SK-OV-3 88, NCI-H322M 85, NCI/ADR-RES 101, NCI-H23 91, NCI-H226 85, IGROV1 87, COLO 205 103 and NCI-H522 95.
CC12CC[C@@H]3[C@]4(C)COC(c5cn[nH]c5-c5cccc(Cl)c5)O[C@@H]4CC[C@@]3(C)[C@@H]1CC(C1=CCOC1=O)O2 (some centres undefined) was read as NCI-H460 34, SK-OV-3 62, NCI-H322M 52, NCI/ADR-RES 31, NCI-H23 44, NCI-H226 43, IGROV1 50, COLO 205 18 and NCI-H522 27.
`O=C(NCc1ccccc1)c1ccc(Cl)cc1` gave NCI-H460 104&108, SK-OV-3 103&106, NCI-H322M 107&104, NCI/ADR-RES 103&106, NCI-H23 105, NCI-H226 87&108, IGROV1 104&110, COLO 205 111&113 and NCI-H522 98&83.
O=C(CCCCCCNC(=O)c1cc(=O)c(O)co1)Nc1ccccc1 was read as NCI-H460 105, SK-OV-3 111, NCI-H322M 95, NCI/ADR-RES 102, NCI-H23 101, NCI-H226 99, IGROV1 104, COLO 205 115 and NCI-H522 101.
Screening COc1cc(C(=O)C(C)[n+]2ccccc2)ccc1OC(C)=O (centres undefined) returned NCI-H460 110, SK-OV-3 98, NCI-H322M 104, NCI/ADR-RES 96, NCI-H23 100, NCI-H226 103, IGROV1 99, COLO 205 104 and NCI-H522 69.
`CC(c1cc(Cl)ccc1O)c1cc(Cl)ccc1O` gave NCI-H460 16, SK-OV-3 27, NCI-H322M 80, NCI/ADR-RES -1.2*, NCI-H23 18, NCI-H226 82, IGROV1 -7.1*, COLO 205 41 and NCI-H522 -39*.
Screening O=C(NNCc1ccccc1)c1ccccc1 returned NCI-H460 109, SK-OV-3 104, NCI-H322M 94, NCI/ADR-RES 103, NCI-H23 104, NCI-H226 96, IGROV1 91, COLO 205 111 and NCI-H522 120.
COc1ccc2cc(C(=O)/C=C/N3CCN(CCO)CC3)ccc2c1 was read as NCI-H460 103, SK-OV-3 88, NCI-H322M 95, NCI/ADR-RES 91, NCI-H23 91, NCI-H226 108, IGROV1 87, COLO 205 101 and NCI-H522 71.
For COc1ccc(/C=C/C(=O)Nc2cccc(C(F)(F)F)c2)cc1OC the results were NCI-H460 101, SK-OV-3 115, NCI-H322M 102, NCI/ADR-RES 97, NCI-H23 100, NCI-H226 93, IGROV1 111, COLO 205 112 and NCI-H522 82.
`CN(C)Cc1cc(C(C)(C)C)ccc1O` gave NCI-H460 104, SK-OV-3 111, NCI-H322M 98, NCI/ADR-RES 101, NCI-H23 99, NCI-H226 105, IGROV1 102 and NCI-H522 84.
`COc1ccc(C(=S)N2CCN(c3ccccc3Cl)CC2)cc1OC` gave NCI-H460 115, SK-OV-3 120, NCI-H322M 87, NCI/ADR-RES 108, NCI-H23 117, NCI-H226 98, IGROV1 105, COLO 205 100 and NCI-H522 86.
Screening COc1ccc(-c2nn(-c3ccccc3)cc2/C=C2/SC(=S)N(CC(=O)O)C2=O)cc1 returned NCI-H460 103, SK-OV-3 101, NCI-H322M 96, NCI/ADR-RES 100, NCI-H23 100, NCI-H226 95, IGROV1 97, COLO 205 104 and NCI-H522 89.
For COc1ccc(C(=O)COc2ccc(NC(=O)Nc3ccc(Cl)c(C(F)(F)F)c3)cc2)cc1 the results were NCI-H460 25, SK-OV-3 42, NCI-H322M 36, NCI/ADR-RES 18, NCI-H226 4.9*, IGROV1 50, COLO 205 7.1* and NCI-H522 -43*.
COc1ccccc1C(=O)Nc1c(C)cccc1Cl was read as NCI-H460 106, SK-OV-3 102, NCI-H322M 97, NCI/ADR-RES 102, NCI-H23 91, NCI-H226 87, IGROV1 97, COLO 205 122 and NCI-H522 97.
